Tb MetRS inh: T. brucei MetRS inhibitors, primary screen, biochemical, luminescence | purified T. brucei MetRS, ATP depletion, Kinase-Glo luminescence | inhibition, % at 11.9 µM | hit rate 0.4% among 360,000 | AID 624268, 2012;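 active = inhibition above a per-plate cutoff of the control wells' mean inhibition plus 3 SD, cut at about 5.5% in these data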;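 also: 0% = DMSO wells median and 100% = median of wells with control inhibitor compound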
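Test system – parasite MetRS enzyme · Reagent – substrates ATP, L-methionine and bulk Escherichia coli tRNA · Doses – 11.9 µM compound single dose, 0.9% DMSO · Times – 15 min enzyme-compound preincubation, 2 h reaction, 10 min detection, 25 °C · Signal – Kinase-Glo luminescence, ATP depletion format · Controls – DMSO-only wells as low control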
LMPTP block: LMPTP phosphatase inhibitors, primary screen, biochemical, fluorescence intensity, uHTS; Low molecular weight phosphotyrosine protein phosphatase (Homo sapiens), P24666; recombinant LMPTP-A, OMFP fluorogenic substrate; inhibition, % at 20 µM; hit rate 0.22% among 360,000; AID 651560, 2012;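 active = compounds that cut the enzyme signal by at least half of the control window in the single-dose screen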;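 also: plate controls were DMSO wells with enzyme plus substrate for no effect and substrate without enzyme for full effect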
Target sequence (P24666 whole entry, looked up): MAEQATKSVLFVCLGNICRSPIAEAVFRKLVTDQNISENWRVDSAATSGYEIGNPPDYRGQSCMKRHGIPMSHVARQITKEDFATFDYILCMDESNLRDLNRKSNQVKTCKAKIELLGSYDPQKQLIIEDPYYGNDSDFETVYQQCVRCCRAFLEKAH
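test system = LMPTP-A | amount = 0.625 nM LMPTP-A final | reagent = fluorogenic phosphatase substrate OMFP at 400 µM final | incubation = 50 min at room temperature | benchmarks = no-enzyme low control, uninhibited high control | medium = Bis-Tris pH 6.0, DTT, detergent | signal = fluorescence intensity of OMFP turnover product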
SKN-1 block: suppressors of acrylamide-induced Pgst-4::GFP reporter in worms, primary screen, SKN-1 inhibitor project, whole organism, uHTS, GFP/RFP fluorescence ratio, strain VP596; C. elegans VP596 Pgst-4::GFP/RFP ratio, 24 h; inhibition, % at 21.8 µM; hit rate 0.49% among 360,000; AID 624304, 2012;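 active = interference check ratio from 0.5 to 1.5 plus GFP to RFP signal ratio inhibition reaching or exceeding a fixed threshold, cut at about 30% in these data, passing the limit was not always enough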; also: some compounds called inactive have numbers as strong as hits
SUMO1 PPI mod: modulators of SUMO1 protein-protein interactions, primary screen, biochemical, uHTS; SUMO1 binding to a labelled peptide, TR-FRET, 1 h; inhibition, % at 20 µM; hit rate 0.33% among 360,000; AID 602429, 2012; in the data active = inhibition above about 37%
Target sequence (P63165 whole entry, looked up): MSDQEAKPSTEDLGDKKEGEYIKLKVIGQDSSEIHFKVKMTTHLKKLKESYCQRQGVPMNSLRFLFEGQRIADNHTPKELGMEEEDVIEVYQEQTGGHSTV
Neddylation inh: inhibitors of cullin neddylation, primary screen, biochemical, TR-FRET, uHTS, NAE and Ubc12 | hit rate 0.58% among 360,000 | calls only at 25 µM | NEDD8-conjugating enzyme Ubc12 (Homo sapiens) + NEDD8-activating enzyme E1 regulatory …; in the data active = inhibition above about 36%
DNMT1 block: human DNMT1 methyltransferase inhibitors, primary screen, biochemical, molecular beacon, fluorescence, HinP1I cleavage, uHTS. AID 588458, 2011. DNA (cytosine-5)-methyltransferase 1 (Homo sapiens), P26358. inhibition (reported as % activation of signal), % at 10 µM. hit rate 0.83% among 360,000; in the data active = inhibition above about 50%
Scp-1 inhibitor: Scp-1 phosphatase inhibitors, primary screen, biochemical, colorimetric, uHTS | Carboxy-terminal domain RNA polymerase II polypeptide A small phosphatase 1 (Homo … | Recombinant Scp1, phosphopeptide, malachite green phosphate absorbance | inhibition, % at 20 µM | hit rate 0.88% among 340,000;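 active = inhibition above about 50% at 20 µM, limit read from the data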;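 also: plate controls were DMSO wells with enzyme for no effect and wells lacking enzyme for full effect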
Target sequence (Q9GZU7 76-261 limits assumed): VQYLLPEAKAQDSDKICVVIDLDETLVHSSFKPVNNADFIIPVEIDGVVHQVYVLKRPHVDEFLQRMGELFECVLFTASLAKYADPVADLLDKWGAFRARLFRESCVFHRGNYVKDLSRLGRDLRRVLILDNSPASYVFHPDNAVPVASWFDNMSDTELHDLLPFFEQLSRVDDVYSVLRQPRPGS
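Assay system: SCP-1 catalytic fragment, aa 76-261 | Buffer or medium: Tris acetate buffer pH 5.5 with MgCl2 and Tween-20 | Compound: One concentration, 20 µM, with 1.0% DMSO | Also added: Phospho 17-mer peptide substrate | Signal: Absorbance at 630 nm | Incubation: 45 min enzyme reaction at room temperature | Measure: % inhibition of SCP-1 phosphate liberation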
NadD block: inhibitors of S. aureus NadD, primary screen, biochemical, colorimetric, uHTS; Nicotinate-nucleotide adenylyltransferase NadD (Staphylococcus aureus N315); purified NadD enzyme, colorimetric absorbance read-out; inhibition, % at 20 µM; hit rate 0.78% among 360,000; AID 602399, 2012; in the data active = inhibition above about 26%; also: some compounds past the cut are filed as inactive
CendR NRP1 mod: modulators of CendR peptide binding to NRP-1, primary screen, biochemical, fluorescence polarization, uHTS. FAM-RPARPAR peptide binding to NRP-1. inhibition, % at 25 µM. hit rate 0.85% among 360,000;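 active = inhibition or corrected inhibition above about 18%, plus a signal ratio from 0.5 to 1.5, limit read from the data, passing the limit was not always enough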; also: strong numbers were not always called active
STEP block: STEP phosphatase inhibitors, primary screen, biochemical, fluorescence intensity, uHTS; Tyrosine-protein phosphatase non-receptor type 5 (Homo sapiens), P54829; recombinant STEP, OMFP fluorogenic substrate; inhibition, % at 20 µM; hit rate 0.25% among 360,000;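 active = inhibition at 20 µM, scaled per plate between control wells, above about 37%, limit read from the data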;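 also: 0% = DMSO with enzyme and substrate and 100% = substrate only without enzyme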
Target sequence (P54829 whole entry, looked up): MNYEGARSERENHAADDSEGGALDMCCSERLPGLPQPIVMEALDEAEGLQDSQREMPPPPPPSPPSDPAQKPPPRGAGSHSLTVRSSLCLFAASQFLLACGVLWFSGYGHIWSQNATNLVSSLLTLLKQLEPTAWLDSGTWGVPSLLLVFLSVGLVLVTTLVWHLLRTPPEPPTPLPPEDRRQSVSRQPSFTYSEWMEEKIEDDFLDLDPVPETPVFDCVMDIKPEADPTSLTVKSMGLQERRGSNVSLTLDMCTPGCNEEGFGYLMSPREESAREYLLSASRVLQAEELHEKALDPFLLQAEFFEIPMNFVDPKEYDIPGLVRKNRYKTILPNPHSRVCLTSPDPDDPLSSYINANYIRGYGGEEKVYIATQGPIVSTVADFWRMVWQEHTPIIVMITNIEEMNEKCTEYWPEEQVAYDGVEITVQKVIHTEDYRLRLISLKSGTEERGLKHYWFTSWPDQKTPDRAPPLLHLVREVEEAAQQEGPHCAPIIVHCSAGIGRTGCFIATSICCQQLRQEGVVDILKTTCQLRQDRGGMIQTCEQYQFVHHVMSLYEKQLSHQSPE
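Material: STEP (striatal-enriched tyrosine phosphatase) enzyme, cell-free | Medium: 50 mM Bis-Tris pH 6.0 with 2.5 mM DTT and 0.005% Tween 20 | Read-out: Percent inhibition scaled to no-enzyme and uninhibited-enzyme controls, plate-pattern corrected | Signal: Fluorescence read at 480 nm ex / 540 nm em | Times: 20 min reaction, room temperature, in the dark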
The depositor's hits bear a star; i = inactive; x = no result given.

The first six compounds (preview)
#	compound	Tb MetRS inh	LMPTP block	SKN-1 block	SUMO1 PPI mod	Neddylation inh	DNMT1 block	Scp-1 inhibitor	NadD block	CendR NRP1 mod	STEP block
1	Cc1cc(C(=O)COC(=O)CC2Sc3ccccc3NC2=O)c(C)n1-c1ccccc1 (centres undefined)	-0.9	1.6	9	-1	i	-5	-12	6	-2	0
2	COc1ccc(/C=N/NC(=O)c2cc(-c3ccc4c(c3)OCO4)n[nH]2)cc1OC	0.1	0.7	-5	3	i	-11	-9	-1	-9	-4
3	CC(C)(CO)NS(=O)(=O)c1ccc2c(c1)oc(=O)c1cc(S(=O)(=O)NC(C)(C)CO)ccc12	1.2	-0.1	6	6	i	-3	-8	-2	-1	1
4	CC1(C)Cc2c(c(-c3ccco3)nc3sc4c(NCCO)ncnc4c23)CO1	-0.2	2.5	4	-2	x	1	-3	-4	-19	3
5	COCCOC1CCN(C(=O)c2cc(COc3ccc(F)cc3F)on2)CC1	0.6	-0.2	-6	2	i	-2	-5	-2	-9	1
6	CN(C)/C=C1/NC(=S)NC1=O	-0.8	-1.9	-3	-7	i	-2	-5	-4	-4	2

The listing, previewed entries included:
#	compound	Tb MetRS inh	LMPTP block	SKN-1 block	SUMO1 PPI mod	Neddylation inh	DNMT1 block	Scp-1 inhibitor	NadD block	CendR NRP1 mod	STEP block
1	Cc1cc(C(=O)COC(=O)CC2Sc3ccccc3NC2=O)c(C)n1-c1ccccc1 (centres undefined)	-0.9	1.6	9	-1	i	-5	-12	6	-2	0
2	COc1ccc(/C=N/NC(=O)c2cc(-c3ccc4c(c3)OCO4)n[nH]2)cc1OC	0.1	0.7	-5	3	i	-11	-9	-1	-9	-4
3	CC(C)(CO)NS(=O)(=O)c1ccc2c(c1)oc(=O)c1cc(S(=O)(=O)NC(C)(C)CO)ccc12	1.2	-0.1	6	6	i	-3	-8	-2	-1	1
4	CC1(C)Cc2c(c(-c3ccco3)nc3sc4c(NCCO)ncnc4c23)CO1	-0.2	2.5	4	-2	x	1	-3	-4	-19	3
5	COCCOC1CCN(C(=O)c2cc(COc3ccc(F)cc3F)on2)CC1	0.6	-0.2	-6	2	i	-2	-5	-2	-9	1
6	CN(C)/C=C1/NC(=S)NC1=O	-0.8	-1.9	-3	-7	i	-2	-5	-4	-4	2
7	N#Cc1c(C(F)(F)F)cc(-c2ccc(F)cc2)nc1SCC(=O)O	-0.1	-0.2	15	-9	i	-1	-11	-12	-16	-1
8	CC(C)(O)C#Cc1ccc(C(=O)N2CCC(C(N)=O)(N3CCCCC3)CC2)cc1	-0.5	-0.2	8	3	i	1	-3	3	-6	0
9	CC1CCN(C(=O)c2ccc(-n3cnnn3)cc2)CC1	0.0	0.2	-5	-3	i	-2	-2	3	-39	0
10	CC(=O)Nc1ccc(SCC(=O)NC(=O)c2ccc(S(=O)(=O)N(C)C)cc2)cc1	-0.1	-0.8	3	0	i	-11	-5	1	15	-1
11	CCC(C)(C)n1nnnc1C(c1ccc(C)cc1)N1CCC(C)CC1 (centres undefined)	-0.6	-0.5	2	-1	i	-5	-2	-2	7	-4
12	Cn1cccc1Cc1nnc(SCC(=O)NC2CCCCC2)n1CCc1ccccc1	-0.4	-0.2	6	2	i	5	-1	3	-24	-1
13	CCc1cc2c(CN3CCN(Cc4ccccc4)CC3)cc(=O)oc2cc1O	0.1	-31	-4	1	x	1	-9	-4	4	2
14	Cc1cc(SC(C)C(=O)Nc2c(C)n(C)n(-c3ccccc3)c2=O)nc2ccccc12 (centres undefined)	-0.5	-2.6	6	-5	i	0	-7	2	12	-6
15	CC(C)CC(=O)Nc1cc(NC(=O)CC(C)C)cc(C(=O)NC(C)(C)C)c1	-0.7	-1.3	-5	1	i	2	-8	-2	5	-4
16	CCCc1ccc(S(=O)(=O)Nc2ccc(C)c(NS(C)(=O)=O)c2)cc1	0.0	0.2	4	5	i	-2	4	-13	9	-3
17	O=C(Cn1nc(Cc2ccncc2)c2ccccc2c1=O)N1CCN(C(=O)c2ccco2)CC1	-0.4	-1.4	-3	2	i	4	3	-1	-8	0
18	CC(C)NC(=O)c1cccc2c(-c3ccc(F)c(F)c3)coc12	-0.2	0.7	11	14	i	4	x	-3	-12	2
19	CCN(CC(=O)Nc1cc(Cl)ccc1C)C(=O)Cc1sc(C)nc1-c1ccc(F)cc1	-0.4	0.8	16	5	i	-4	-1	0	-6	-1
20	COc1ccc(NC(=O)N(C)C[C@@H]2Oc3cc(C#CCN(C)C)ccc3S(=O)(=O)N([C@H](C)CO)C[C@H]2C)cc1	-1.8	-4.3	2	-8	i	1	x	-6	-4	-3

#	compound	Tb MetRS inh	LMPTP block	SKN-1 block	SUMO1 PPI mod	Neddylation inh	DNMT1 block	Scp-1 inhibitor	NadD block	CendR NRP1 mod	STEP block
21	O=C1c2c(O)cc(O)cc2O[C@H](c2ccc(O)cc2)[C@H]1O	0.3	0.1	3	-7	i	0	-7	7	1	-3
22	C[C@@H]1CN([C@H](C)CO)C(=O)CCCn2nncc2CO[C@H]1CN(C)S(=O)(=O)c1cccs1	-0.7	-3.8	22	-1	i	2	x	2	2	-1
23	CC(C)(C)CNc1cc(N2CCOCC2)ccc1[N+](=O)[O-]	-0.7	3.2	18	-28	i	-4	0	-6	1	4
24	CCOC(=O)CSC1=N/C(=C\c2cc(OC)c(OC)c(OC)c2)C(=O)N1C	0.1	-1.5	0	-6	x	-3	-4	1	-3	1
25	Fc1ccccc1N1CCN(C(c2ccccn2)c2nnnn2C2CCCCC2)CC1 (centres undefined)	-0.4	-0.3	4	4	i	-1	-4	-4	7	-2
26	CC(C)(C)c1ccc(-c2n[nH]c(=S)n2C2CCCC2)cc1	-0.7	2.6	2	-3	i	2	3	8	6	2
27	COC(=O)C(C)N(C(=O)c1cccc(Cl)c1)c1c(C)cccc1C (centres undefined)	-0.6	0.1	8	3	i	3	-2	-6	3	-6
28	CCOC(=O)C1CCN(Cc2cc(=O)oc3cc(C)c(Cl)cc23)CC1	0.0	-0.7	6	2	i	-2	-12	-1	-3	2
29	C/C(=C\C(=O)c1ccc(Br)cc1)NCc1ccccc1	-0.8	3.1	-5	-8	i	-2	-2	-3	-7	2
30	C#CC1(NC(=O)N(C)C)CCCCC1	-0.9	-1.1	-12	1	i	1	4	-2	7	0
31	CSc1ccccc1NC(=O)CN(C)Cc1c(O)ccc2ccccc12	-0.3	2.6	-10	-6	i	-3	-1	5	1	-1
32	CCN(CC)C(=O)C1=C(C)N(CCCOC)C(=O)C(CC(=O)NC(c2ccccc2)c2ccccc2)C1 (centres undefined)	0.0	-2.1	2	-2	i	3	x	-5	-14	4
33	Cc1ccc(OCCCCc2c(C)n[nH]c2C)cc1	-0.6	-0.7	-1	9	i	-1	-2	-4	1	-4
34	CC1(C)Cc2c(cnn2-c2cccc(F)c2)C(NC(=O)CSc2ccncc2)C1 (centres undefined)	-0.3	0.2	4	-1	i	-2	-5	-2	18	-4
35	CCC(C)(C)n1nnnc1C(c1ccc(F)cc1)N1CCC(C(N)=O)CC1 (centres undefined)	0.2	-1.1	-3	0	i	-1	2	-4	-6	-1
36	CN(C(=O)c1ccccc1Cl)C1CCCCC1	0.0	-0.7	1	-1	i	2	-4	-7	12	0
37	Cn1c(NC(=O)c2ccccc2)c(-c2cccs2)c(=O)c2ccccc21	-0.5	-0.2	6	12	i	4	-6	8	-20	2
38	CCCOc1ccc(/C(O)=C2/C(=O)C(=O)N(c3ccccn3)C2c2ccc(OC)cc2)cc1C (centres undefined)	-0.2	31	-3	-8	i	6	4	21	-2	2
39	CCn1cc([N+](=O)[O-])c(C(=O)N2N=C3/C(=C/c4cccs4)CCCC3C2c2cccs2)n1 (centres undefined)	-0.5	3.0	-12	1	i	-13	-12	18	0	0
40	Nc1ccc2oc(CCc3ccccc3)nc2c1	0.0	-1.4	-4	2	i	-15	-4	0	12	-1

#	compound	Tb MetRS inh	LMPTP block	SKN-1 block	SUMO1 PPI mod	Neddylation inh	DNMT1 block	Scp-1 inhibitor	NadD block	CendR NRP1 mod	STEP block
41	O=C(O)c1cccc(N2C(=O)/C(=C/c3ccc([N+](=O)[O-])cc3)C=C2c2ccccc2)c1	-0.2	2.7	20	-9	i	2	7	12	-84	5
42	O=C(Nc1ccc(NC(=S)NC(=O)c2ccco2)cc1)c1ccc(Br)cc1	-0.2	2.9	-12	5	i	-28	x	5	11	1
43	CC(NC(=O)C1CCC(CNc2c(N3CCOCC3)c(=O)c2=O)CC1)c1ccccc1 (centres undefined)	-0.3	0.0	0	2	i	4	4	-3	0	2
44	Cc1ccc2c(c1)N(C(=O)CCC(=O)NCc1ccccn1)CC(C)O2 (centres undefined)	-0.5	-1.2	4	0	i	-3	2	3	-3	2
45	COc1ccc2[nH]c3c(c2c1)CCN1C(=O)C(CC(=O)NCCN2CCOCC2)C[C@H](C(=O)N2CCCCC2)[C@@]31C (some centres undefined)	-0.3	-7.7	7	3	i	8	1	-3	7	-3
46	COc1ccc(C(=O)COC(=O)[C@H](C)NS(=O)(=O)c2ccc(NC(C)=O)cc2)cc1OC	0.9	0.7	5	0	i	-29	-7	6	4	-2
47	CCOC(=O)C1(C)CCN1C(=O)c1cc(F)cc(F)c1 (centres undefined)	0.3	0.8	16	2	i	3	x	0	-7	0

2 neighbouring records already listed:
#	compound	Tb MetRS inh	LMPTP block	SKN-1 block	SUMO1 PPI mod	Neddylation inh	DNMT1 block	Scp-1 inhibitor	NadD block	CendR NRP1 mod	STEP block
41	O=C(O)c1cccc(N2C(=O)/C(=C/c3ccc([N+](=O)[O-])cc3)C=C2c2ccccc2)c1	-0.2	2.7	20	-9	i	2	7	12	-84	5
42	O=C(Nc1ccc(NC(=S)NC(=O)c2ccco2)cc1)c1ccc(Br)cc1	-0.2	2.9	-12	5	i	-28	x	5	11	1

Screens as filed in PubChem.
